3CLpro inhibitor – SARS-CoV 3CLpro protease inhibition; inhibition, % at 6 µM; recombinant SARS-CoV 3CLpro, quenched FRET peptide cleavage; actives 0.14% (n = 290,000); in the data active means inhibition above about 12%
Y pestis TopoI – Y. pestis Topo-I inhibition via cleavage products | Y. pestis Topo-I cleavage product accumulation, plate reader | activity, % at 10 µM | actives 0.064% (n = 360,000) | AID 504884; in the data active means activity above about 50%, passing the limit was not always enough; further: inactives centre near 2
MazF activator – activators of E. coli MazEF toxin-antitoxin RNase; P0AE70; FAM/BHQ RNA-DNA oligo cleavage fluorescence, 5 h; activation, % at 20 µM; actives 0.32% (n = 350,000); in the data active means activation above about 50%
Target sequence (P0AE70 whole entry, looked up): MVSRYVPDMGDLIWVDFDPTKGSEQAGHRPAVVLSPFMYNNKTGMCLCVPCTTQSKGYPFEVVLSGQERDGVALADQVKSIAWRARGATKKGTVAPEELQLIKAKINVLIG
TcdB inh – TcdB glycohydrolase inhibition. P18177. TcdB glycohydrolase enzymatic assay, plate reader. inhibition, % at 9.99 µM. actives 0.24% (n = 350,000); in the data active means inhibition above about 10%
BH1578 lux ind – quorum light induction in luxS cqsA deficient V. cholerae | V. cholerae BH1578 lux reporter, luminescence, 6 h | activation, % at 18.7 µM | actives 0.16% (n = 350,000) | AID 588436; in the data active means activation mostly above about 9.7%, no sharp cut-off; further: not every result past the cut was called active; inactives centre near 0; reference of the scale not given here
PfHsp40 yeast – compounds rescuing yeast from Plasmodium falciparum HSP40 toxicity | S. cerevisiae expressing PfHsp40, growth rescue, ATP luminescence | growth rescue, % at 12.5 µM | actives 0.68% (n = 340,000) | AID 504582; in the data active means growth rescue above about 28%, passing the limit was not always enough;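 further: yeast W303a lacking pdr1 and pdr3 grown in galactose medium; growth measured after three days at 30 °C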
PriA SSB inh – K. pneumoniae PriA-SSBct interaction inhibition | AID 1272365 | inhibition, % at 33 µM | AlphaScreen SSBct-PriA binding, biotinylated peptide | actives 0.6% (n = 430,000); in the data active means inhibition mostly above about 37%, no sharp cut-off; inactive means mostly below about 20%;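 further: plate controls were negative control peptide for no effect and reference peptide for full effect; strong numbers were not always called active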
Rv3671c inh – inhibitors of M. tuberculosis serine protease Rv3671c | actives 0.048% (n = 320,000) | inhibition, % at 5.96 µM; in the data active means inhibition above about 38%;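 further: extracellular domain of Rv3671c used as enzyme; 0% = enzyme with DMSO and 100% = no enzyme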
Target sequence (P9WHR9 whole entry, looked up, the tested form may be a part): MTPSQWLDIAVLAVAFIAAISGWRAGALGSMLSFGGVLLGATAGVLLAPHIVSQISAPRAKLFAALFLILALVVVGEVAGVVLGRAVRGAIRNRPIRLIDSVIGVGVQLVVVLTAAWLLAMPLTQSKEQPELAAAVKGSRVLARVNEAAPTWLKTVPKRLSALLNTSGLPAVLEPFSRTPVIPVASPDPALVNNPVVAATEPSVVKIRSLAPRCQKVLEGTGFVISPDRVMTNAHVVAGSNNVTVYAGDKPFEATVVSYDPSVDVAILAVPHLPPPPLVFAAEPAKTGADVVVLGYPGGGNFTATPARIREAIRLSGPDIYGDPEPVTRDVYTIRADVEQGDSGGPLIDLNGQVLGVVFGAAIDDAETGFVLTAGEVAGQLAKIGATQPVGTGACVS
DUSP3 inh – DUSP3 (human) phosphatase inhibition. P51452. recombinant VHR phosphatase, pNPP absorbance. inhibition, % at 13.3 µM. actives 0.52% (n = 290,000); in the data active means inhibition above about 50%; further: some compounds called inactive have numbers as strong as hits
Target sequence (P51452 whole entry, looked up): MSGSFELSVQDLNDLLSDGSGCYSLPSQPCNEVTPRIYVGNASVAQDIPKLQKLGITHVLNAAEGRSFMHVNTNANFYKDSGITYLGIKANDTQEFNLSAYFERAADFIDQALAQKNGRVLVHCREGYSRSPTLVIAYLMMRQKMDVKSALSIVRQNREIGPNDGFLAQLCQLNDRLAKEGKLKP
Anthrax LF prot – inhibitors of Bacillus anthracis lethal factor protease. P15917. AID 588501. actives 0.12% (n = 360,000). multiplex microsphere protease cleavage assay, LF. inhibition, % at 10 µM; in the data active means inhibition above about 30%; further: plate controls were buffer without enzyme for full effect and enzyme alone for no effect
* marks the source's active call; other numbers are inactive results. A portion of the library. The share of hits here may be higher or lower than overall.

How did O=C(Cn1cccn1)c1ccccc1 do in these assays?
3CLpro inhibitor: 6; Y pestis TopoI: 7; MazF activator: -5; TcdB inh: -1.7; BH1578 lux ind: -0.5; PfHsp40 yeast: 1.0; PriA SSB inh: 3; Rv3671c inh: 7; DUSP3 inh: 36; Anthrax LF prot: 2

What do the screens show for `CCCNC(=O)c1cccc(Cn2nc(C)c(Br)c2C)c1`?
3CLpro inhibitor: 0; Y pestis TopoI: 6; MazF activator: 0; BH1578 lux ind: -1.4; PfHsp40 yeast: 1.3; PriA SSB inh: -5; Rv3671c inh: -1; DUSP3 inh: 4; Anthrax LF prot: -2

How did COc1cccc(OCc2cc(/C=N/NC(=O)c3nc(Cl)c(Cl)c(N)c3Cl)ccc2OC)c1 do in these assays?
3CLpro inhibitor: -2; Y pestis TopoI: 14; MazF activator: -21; BH1578 lux ind: -0.4; PfHsp40 yeast: 0.4; Rv3671c inh: -53; DUSP3 inh: -29; Anthrax LF prot: 2

What do the screens show for `Cc1c(CN2CCCCC2)c(O)n(CCCO)c(=O)c1C#N`?
3CLpro inhibitor: 0; Y pestis TopoI: 5; MazF activator: -3; BH1578 lux ind: inactive; PfHsp40 yeast: 0.2; PriA SSB inh: 3; Rv3671c inh: -3; DUSP3 inh: 0; Anthrax LF prot: -2

What do the screens show for `CCCc1cc(=O)oc2cc(OCC(=O)NCCCN3CCCC3=O)ccc12`?
3CLpro inhibitor: 0; Y pestis TopoI: 4; MazF activator: 5; TcdB inh: 1.3; BH1578 lux ind: 0.5; PfHsp40 yeast: -1.0; PriA SSB inh: -14; Rv3671c inh: 7; DUSP3 inh: 6; Anthrax LF prot: 1

Results for NC(=O)CC(NC(=O)Cc1ccc(Br)cc1)c1ccc(N2CCN(c3ccc(F)cc3)CC2)c([N+](=O)[O-])c1 (stereo not drawn) ?
Y pestis TopoI: 6; MazF activator: 2; BH1578 lux ind: inactive; PfHsp40 yeast: -1.0; PriA SSB inh: 10; Rv3671c inh: 1; DUSP3 inh: 15; Anthrax LF prot: -12

How did CCCc1cc(=O)n2[nH]c(C)c(-c3ccc(Cl)cc3)c2n1 do in these assays?
3CLpro inhibitor: 9; Y pestis TopoI: 2; MazF activator: 2; TcdB inh: 1.9; BH1578 lux ind: inactive; PfHsp40 yeast: -1.0; PriA SSB inh: 1; Rv3671c inh: -6; DUSP3 inh: 11; Anthrax LF prot: -4

How did COc1cc(CNC(C)(C)CO)ccc1OCC(=O)NC(C)(C)C do in these assays?
3CLpro inhibitor: -1; Y pestis TopoI: 3; MazF activator: 11; BH1578 lux ind: inactive; PfHsp40 yeast: -0.4; PriA SSB inh: 8; Rv3671c inh: 5; DUSP3 inh: 2; Anthrax LF prot: -1

Results for COc1ccc(C2=CSC(/N=C/c3ccc(F)cc3)=NN2)cc1 ?
3CLpro inhibitor: 3; Y pestis TopoI: -11; MazF activator: 1; TcdB inh: 1.2; BH1578 lux ind: 0.5; PfHsp40 yeast: -0.4; Rv3671c inh: 7; DUSP3 inh: 11; Anthrax LF prot: -17

What do the screens show for `O=C1[C@@H]2[C@@H]3C[C@@H]([C@H]4ON=C(c5ccc(OCc6ccccc6)cc5)[C@@H]34)[C@@H]2C(=O)N1c1ccc2c(c1)OCO2`?
3CLpro inhibitor: 5; Y pestis TopoI: -1; MazF activator: -12; TcdB inh: 0.3; BH1578 lux ind: inactive; PfHsp40 yeast: -1.4; PriA SSB inh: 2; Rv3671c inh: -2; DUSP3 inh: 21; Anthrax LF prot: -1

How did CC(C)(C)S(=O)N1Cc2cn(Cc3ccccc3)c(=O)cc2[C@H]1CCO (stereo partly drawn) do in these assays?
Y pestis TopoI: 8; MazF activator: -1; TcdB inh: -0.2; BH1578 lux ind: -0.9; PfHsp40 yeast: -0.5; PriA SSB inh: -5; Anthrax LF prot: 0

Results for COc1ccc(OC)c(NC(=O)Nc2nnc(COCCO)s2)c1 ?
Y pestis TopoI: 4; TcdB inh: 0.1; BH1578 lux ind: inactive; Anthrax LF prot: 2

How did Cn1c(SCC(=O)N2CCN(S(=O)(=O)c3ccc(Cl)cc3)CC2)nc2ccccc21 do in these assays?
3CLpro inhibitor: 6; Y pestis TopoI: -5; MazF activator: 8; BH1578 lux ind: -17; PfHsp40 yeast: 2.0; PriA SSB inh: -19; Rv3671c inh: -4; DUSP3 inh: -2; Anthrax LF prot: 14

Results for Cc1ccc(C(c2nnnn2Cc2ccccc2)N2CCN(Cc3ccccc3)CC2)cc1 (stereo not drawn) ?
3CLpro inhibitor: 7; Y pestis TopoI: 18; MazF activator: 1; BH1578 lux ind: inactive; PfHsp40 yeast: 1.1; PriA SSB inh: -18; Rv3671c inh: 0; DUSP3 inh: 9; Anthrax LF prot: -11

How did O=C(OCC(=O)N(C1CCCCC1)C1CCCCC1)c1ccncc1 do in these assays?
3CLpro inhibitor: -3; Y pestis TopoI: 9; MazF activator: 0; BH1578 lux ind: -0.4; PfHsp40 yeast: -1.3; PriA SSB inh: -11; Rv3671c inh: -7; DUSP3 inh: 0; Anthrax LF prot: -3

How did Cc1ccc(OCCCC(=O)N2CCN(S(=O)(=O)c3cccc(F)c3)CC2)cc1 do in these assays?
Y pestis TopoI: 8; MazF activator: -6; TcdB inh: 0.6; BH1578 lux ind: inactive; PfHsp40 yeast: 0.2; PriA SSB inh: -2; Rv3671c inh: -2; Anthrax LF prot: -1

What do the screens show for `Cc1ccc2cc(CN(CCCN3CCOCC3)C(c3nnnn3Cc3ccco3)C(C)C)c(=O)[nH]c2c1C` (stereo not drawn)?
3CLpro inhibitor: 3; Y pestis TopoI: 17; MazF activator: -1; BH1578 lux ind: -3.3; PfHsp40 yeast: -1.6; PriA SSB inh: -13; Rv3671c inh: -1; Anthrax LF prot: -7

What do the screens show for `CC(=O)Nc1ccc(NC(=O)c2cccc(-c3cc4ccccc4oc3=O)c2)cc1`?
3CLpro inhibitor: 2; Y pestis TopoI: 7; MazF activator: -10; TcdB inh: 0.9; BH1578 lux ind: -0.1; PfHsp40 yeast: 0.2; PriA SSB inh: -8; Rv3671c inh: -5; DUSP3 inh: 16; Anthrax LF prot: 2

What do the screens show for `O=C(O)c1ccc(Cl)nc1`?
3CLpro inhibitor: -1; Y pestis TopoI: -10; MazF activator: 1; TcdB inh: -0.4; BH1578 lux ind: inactive; PfHsp40 yeast: 0.6; PriA SSB inh: 5; Rv3671c inh: -4; DUSP3 inh: -4; Anthrax LF prot: -2

What do the screens show for `CCOC(=O)C(Cc1ccccc1)(Cc1ccccc1)C(C)=O`?
3CLpro inhibitor: -3; Y pestis TopoI: 13; MazF activator: -10; TcdB inh: 0.5; BH1578 lux ind: -0.6; PfHsp40 yeast: -0.6; PriA SSB inh: -54; Rv3671c inh: -4; DUSP3 inh: 10; Anthrax LF prot: -4

What do the screens show for `Cc1ccc(S(=O)(=O)N2CCC(C(=O)Nc3ncccc3O)CC2)cc1`?
Y pestis TopoI: 2; MazF activator: 2; TcdB inh: 2.9; BH1578 lux ind: -0.7; PfHsp40 yeast: -0.3; PriA SSB inh: -6; Rv3671c inh: -1; Anthrax LF prot: -8

What do the screens show for `O=C(COC(=O)c1ccc(Br)cc1)Nc1ccccc1Br`?
3CLpro inhibitor: -2; Y pestis TopoI: -12; MazF activator: 1; TcdB inh: 0.2; BH1578 lux ind: 0.0; PfHsp40 yeast: 0.4; PriA SSB inh: -10; Rv3671c inh: 2; DUSP3 inh: 33; Anthrax LF prot: -6

Results for NC(=O)NC(=O)COC(=O)c1ccc(Cl)c(S(=O)(=O)N(Cc2ccccc2)c2ccc(Cl)cc2)c1 ?
3CLpro inhibitor: 2; Y pestis TopoI: 23; MazF activator: -3; BH1578 lux ind: -0.5; PfHsp40 yeast: 1.4; PriA SSB inh: 10; Rv3671c inh: -59; DUSP3 inh: -13; Anthrax LF prot: 2

Results for Cc1nn(CC(=O)Nc2ccc(S(N)(=O)=O)cc2)c(=O)c2ccccc12 ?
3CLpro inhibitor: -6; Y pestis TopoI: 2; MazF activator: 10; TcdB inh: 0.3; BH1578 lux ind: inactive; PfHsp40 yeast: 2.0; PriA SSB inh: 7; Rv3671c inh: -14; DUSP3 inh: 7; Anthrax LF prot: 8

How did COc1ccc(C(=O)Nc2cc3c4c(c2)CC(=O)N4CCC3)c(OC)c1 do in these assays?
Y pestis TopoI: -8; MazF activator: 11; BH1578 lux ind: -0.6; PfHsp40 yeast: -1.1; PriA SSB inh: 16; Rv3671c inh: -1

How did Nc1nc(SCC(=O)NCC2CCCO2)[nH]c(=O)c1NC(=O)c1ccco1 (stereo not drawn) do in these assays?
3CLpro inhibitor: -1; Y pestis TopoI: 7; MazF activator: -3; TcdB inh: 3.4; BH1578 lux ind: -0.1; PfHsp40 yeast: -0.8; PriA SSB inh: 1; Rv3671c inh: 2; DUSP3 inh: -6; Anthrax LF prot: -4

Results for c1ccc(Oc2nc(N3CCOCC3)nc(N3CCOCC3)n2)cc1 ?
3CLpro inhibitor: 1; Y pestis TopoI: -6; MazF activator: -7; BH1578 lux ind: inactive; PfHsp40 yeast: -0.1; PriA SSB inh: -13; Rv3671c inh: -5; DUSP3 inh: -7; Anthrax LF prot: -1

Results for N#Cc1cnc(N)c(Br)c1 ?
3CLpro inhibitor: 0; Y pestis TopoI: -1; MazF activator: -3; TcdB inh: 0.8; BH1578 lux ind: inactive; PfHsp40 yeast: 7.6; PriA SSB inh: -21; Rv3671c inh: 3; DUSP3 inh: 13; Anthrax LF prot: -4

Results for CC(C)=CCC/C(C)=C/CNC(=O)CC1C[C@H](C(=O)N2CCOCC2)[C@@]2(C)c3[nH]c4ccccc4c3CCN2C1=O (stereo partly drawn) ?
Y pestis TopoI: 17; MazF activator: 10; TcdB inh: 1.4; BH1578 lux ind: inactive; PfHsp40 yeast: 4.5; PriA SSB inh: 1; Rv3671c inh: 5; Anthrax LF prot: -2

What do the screens show for `CC(C)(C)/C(O)=C/c1nc2ccccc2[nH]c1=O`?
3CLpro inhibitor: -1; Y pestis TopoI: 10; MazF activator: 3; BH1578 lux ind: -3.3; PfHsp40 yeast: -1.2; PriA SSB inh: 2; Rv3671c inh: -5; DUSP3 inh: 0; Anthrax LF prot: -1

Results for O=[N+]([O-])c1ccc(Nc2ccccn2)c([N+](=O)[O-])c1 ?
3CLpro inhibitor: -4; Y pestis TopoI: -1; MazF activator: 0; TcdB inh: 0.1; BH1578 lux ind: -4.5; PfHsp40 yeast: -0.1; PriA SSB inh: 11; Rv3671c inh: 6; DUSP3 inh: -18; Anthrax LF prot: 0

A draw from above in order of molar mass, high to low.
Results for NC(=O)CC(NC(=O)Cc1ccc(Br)cc1)c1ccc(N2CCN(c3ccc(F)cc3)CC2)c([N+](=O)[O-])c1 (stereo not drawn) ?
Y pestis TopoI: 6; MazF activator: 2; BH1578 lux ind: inactive; PfHsp40 yeast: -1.0; PriA SSB inh: 10; Rv3671c inh: 1; DUSP3 inh: 15; Anthrax LF prot: -12

How did Cn1c(SCC(=O)N2CCN(S(=O)(=O)c3ccc(Cl)cc3)CC2)nc2ccccc21 do in these assays?
3CLpro inhibitor: 6; Y pestis TopoI: -5; MazF activator: 8; BH1578 lux ind: -17; PfHsp40 yeast: 2.0; PriA SSB inh: -19; Rv3671c inh: -4; DUSP3 inh: -2; Anthrax LF prot: 14

Results for COc1ccc(C2=CSC(/N=C/c3ccc(F)cc3)=NN2)cc1 ?
3CLpro inhibitor: 3; Y pestis TopoI: -11; MazF activator: 1; TcdB inh: 1.2; BH1578 lux ind: 0.5; PfHsp40 yeast: -0.4; Rv3671c inh: 7; DUSP3 inh: 11; Anthrax LF prot: -17

What do the screens show for `Cc1c(CN2CCCCC2)c(O)n(CCCO)c(=O)c1C#N`?
3CLpro inhibitor: 0; Y pestis TopoI: 5; MazF activator: -3; BH1578 lux ind: inactive; PfHsp40 yeast: 0.2; PriA SSB inh: 3; Rv3671c inh: -3; DUSP3 inh: 0; Anthrax LF prot: -2

Assay outcomes (PubChem BioAssay)
